Screens from PubChem BioAssay.
Pf growth 96h: Primary qHTS for delayed death inhibitors of the malarial parasite plastid, 96 hour incubation | P. falciparum luciferase reporter growth, 96 h | Potency, µM (titrated, usually from 28.7 µM), for the others: at the top dose activity change, negative = inhibition, actives largely listed as inhibitors | 320,000 compounds, 6.9% hits | AID 504834, 2011
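Compounds incubated with erythrocytes infected by luciferase-expressing P. falciparum (2% hematocrit, 0.05% parasitemia final) for 96 hours, 37 C in 5% CO2. Growth inhibition scored as decreased luciferase luminescence.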
Sm TGR block: qHTS Assay for the Inhibitors of Schistosoma Mansoni Peroxiredoxins; Schistosoma mansoni thioredoxin glutathione reductase (TGR), Q962Y6; purified TGR, DTNB reduction, TNB absorbance 405 nm; Potency, µM (titrated, usually from 114 µM), for the others: at the top dose activity change, negative = inhibition, usual class: inhibitors; 360,000 compounds, 3% hits; note: nearly all actives have a fitted effect of over 60% in size
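First, TGR (20 nM dispensed) and NADPH were mixed with compound. Second, a 15 min room-temperature incubation followed. Third, further NADPH and then DTNB were added to start the reaction. Finally, TNB absorbance was monitored kinetically.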
Tb PYK inh: qHTS of Trypanosoma Brucei Inhibitors | pyruvate kinase (Trypanosoma brucei), Q57TT1 | TbPYK enzyme, Kinase-Glo Plus ATP luminescence, 45 min | Potency, µM (series often up to 76.8 µM), for inactives: at the highest dose activity, negative = inhibition, actives largely listed as inhibitors | 410,000 compounds, 0.12% hits | AID 624173, 2012; note: nearly all actives have a fitted effect of over 50% in size
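T. brucei PYK with substrate was exposed to pin-transferred compounds across a concentration series, then started with 130 uM ADP (final). After 45 min at room temperature, Kinase-Glo Plus luminescence was read, normalized and curve-fitted.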
Pf growth 48h: Primary qHTS for delayed death inhibitors of the malarial parasite plastid, 48 hour incubation | Potency, µM (titrated, usually from 28.7 µM), inactives show at the highest dose activity change, negative = inhibition, actives largely listed as inhibitors | P. falciparum luciferase growth in erythrocytes, 48 h | 310,000 compounds, 5.9% hits | AID 504832, 2011
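Read-out is firefly luciferase luminescence from an integrated reporter in P. falciparum, so falling signal marks reduced parasite growth. Infected erythrocytes were at 2% hematocrit and 0.1% parasitemia (final) in Albumax-supplemented RPMI 1640.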
LmPK inh: qHTS Assay for Inhibitors of Leishmania Mexicana Pyruvate Kinase (LmPK). purified LmPK, Kinase-Glo ATP luminescence, 1 h. Potency, µM (series often up to 57.5 µM), for the others: top-dose activity change, negative = inhibition, hits mostly inhibitors. 290,000 compounds, 0.37% hits. AID 1721, 2009
Target sequence (Q27686 whole entry, looked up): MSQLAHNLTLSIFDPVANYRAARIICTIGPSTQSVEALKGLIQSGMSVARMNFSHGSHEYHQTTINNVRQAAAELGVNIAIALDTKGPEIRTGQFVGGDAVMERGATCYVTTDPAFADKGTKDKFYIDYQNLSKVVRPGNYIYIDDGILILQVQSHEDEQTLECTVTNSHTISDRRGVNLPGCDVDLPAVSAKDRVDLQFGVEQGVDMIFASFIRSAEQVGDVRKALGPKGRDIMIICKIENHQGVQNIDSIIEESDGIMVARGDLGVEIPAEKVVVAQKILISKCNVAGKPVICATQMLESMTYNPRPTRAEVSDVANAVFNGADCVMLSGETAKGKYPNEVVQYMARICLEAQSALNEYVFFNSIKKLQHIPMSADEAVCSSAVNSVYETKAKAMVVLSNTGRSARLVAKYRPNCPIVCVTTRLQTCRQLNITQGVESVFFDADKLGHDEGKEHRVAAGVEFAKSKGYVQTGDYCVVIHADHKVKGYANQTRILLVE
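0.1 nM LmPK, 0.5 mM PEP, 0.1 mM ADP; 50 mM imidazole pH 7.2, 7 mM MgCl2, 50 mM KCl; 1 h RT. Kinase-Glo luminescence readout, normalized to no-enzyme (full inhibition) and uninhibited wells.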
HCV inh: qHTS Assay for Inhibitors of Hepatitis C Virus (HCV); 340,000 compounds, 3.4% hits; Potency, µM (titrated, usually from 41.8 µM), for inactives: at the highest dose activity change, negative = inhibition, hits mostly inhibitors; AID 651820, 2012; Huh7.5.1 HCVcc-Cre infection, luciferase reporter, 44 h
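Infectious HCV cell culture screen: compound-treated cells (1,000/well, pre-plated 4 h) are infected with HCVcc-Cre at roughly 0.5 moi and grown 44 h. Infection is quantified by luciferase signal after 15 min substrate incubation at room temperature.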
An asterisk follows results filed as active; i = inactive; ? = inconclusive; nt = no result given; & = joins results of further samples; [ ] = another dose, or the depositor's remark. Calls come from the whole dose curve; as a rule, active = well fitted curve in the direction sought with a large enough effect; inconclusive = small, poorly fitted or top-dose-only effect, or another doubt; inactive = no such curve, though single readings can be large; an effect the other way counts as inactive or inconclusive. % is set by controls: 0 for no effect and ±100 for the full control effect; potency is the fitted concentration of half-maximal effect.

SMILES	Pf growth 96h	Sm TGR block	Tb PYK inh	Pf growth 48h	LmPK inh	HCV inh
O=C(N/N=C/c1ccc2c(c1)OCO2)c1ccc(COCC(F)(F)C(F)F)cc1	1%	-19%	1%	?	-6%	?
C/C(CCC12CC3CC(CC(C3)C1)C2)=N\NC(N)=S	?	-8%	3%	nt	7%	11µM*
Cn1nc(N)nc1N1CCN(c2ccc(F)cc2)CC1	-5%	8%	1%	-7%	10%	2%
CCN(CC)CCN1C(=O)C(O)=C(C(C)=O)C1c1ccccc1 (configuration not stated)	-23%	?	nt	36%[activator]	1%	nt
COc1ccc(C(=O)C2CCCN(C(=O)CCc3ccccn3)C2)c(C)c1 (configuration not stated)	-31%	2%	1%	-1%	-6%	?
Cc1ccc(S(=O)(=O)N2[C@@H](c3ccc(F)cc3)C(C(=O)O)=CC[C@H]2c2ccc(C(C)C)cc2)cc1	39%[activator]	-10%	1%	20%	nt	16%
CCN(CC)c1ccc(NC(=O)c2cnccn2)cc1S(=O)(=O)Nc1ccc(OC)cc1	?	-2%	-9%	?	3%	8.9µM*
O=C(O)/C=C\C(=O)Nc1ccc(N2CCN(c3cccc(Cl)c3)CC2)cc1	-12%	nt	-3%	-24%	2%	7%
O=C(Nc1nnc(-c2ccco2)o1)c1cccc(Cl)c1	?	9%	8%	?	0%	-6%
O=C(O)c1cc(S(=O)(=O)N2CCOCC2)c(Sc2ccccn2)cc1Sc1ccccn1	?	?	-1%	0%	3%	14%
O=C(c1ccc(F)cc1Cl)N1CCN(CCc2ccccc2)CC1	8.3µM*	-5%	-5%	5%	-1%	7%
Cc1ccc2nc(C)cc(N/N=C/c3ccc(F)cc3)c2c1	4%	30%	-6%	23%	5%	-29%
COc1ccc(N=C2C(=O)Nc3ccccc32)cc1	26%	0%	-8%	-5%	-4%	10%
Cc1nc(C(=O)N(C)C)nn1-c1ccc(Cl)cc1Cl	-3%	-20%	0%	-7%	-6%	12%
Cn1c(=N)n(CC(O)c2ccccc2)c2ccccc21 (configuration not stated)	37%[activator]	-10%	1%	80%[activator]	1%	?
CCC(CO)Nc1ncnc2c1cnn2-c1ccc(Cl)cc1 (configuration not stated)	249%[activator]	-9%	0%	nt	0%	-8%
C/C(=N\NC(=O)c1ccccc1Cl)c1ccccn1	-5%	8%	-6%	1.7µM*	1%	?
CCCc1cc(C(=O)N/N=C/c2ccc(C)o2)c2ccccc2n1	157%[activator]	-31%	-12%	-5%	1%	?
COc1ccc(C(C)=O)cc1CC(=O)Nc1cccc(S(=O)(=O)N2CCOCC2)c1	7.4µM*	8%	2%	13µM*	nt	-4%
O=C(OCC(=O)N1CCCC1)c1ccc(S(=O)(=O)Nc2ccccc2)cc1	7%	7%	-4%	-6%	9%	8%
CCOC(=O)c1cc(C#N)c(SCc2cccc3ccccc23)nc1C	9.3µM*	0%	-10%	nt	3%	-43%
O=C(CN1C(=O)COc2ccccc21)c1ccc(Cl)cc1	10µM*	-4%	5%	-3%	2%	-5%
C[C@@H]1CC=C[C@H]2[C@H]1C(=O)N(Cc1ccccc1)[C@H]2c1ccc2ccccc2c1	3.7µM*	-22%	-6%	10µM*	2%	17%[8.37 µM]
COc1ccc(Cc2c(O)nc(SCC(C)C)[nH]c2=O)cc1	?	2%	3%	1%	-5%	-3%
CS(=O)(=O)c1ccc(Cl)c(NC(=O)COC(=O)c2cccc(C#N)c2)c1	9%	-1%	1%	3%	-1%	11%
c1ccc(NCn2cncn2)nc1	2%	-7%	-12%	nt	0%	14%
Cc1ccc2c(C)c(C(=O)Nc3ccc(S(=O)(=O)Nc4onc(C)c4C)cc3)oc2c1	9.3µM*	-18%	3%	12%	-1%	0.5µM*
N#Cc1ccc(-c2cn3c(n2)SCC3)cc1	103%[activator]	6%	0%	96%[activator]	3%	-9%
O=C(COC(=O)c1cc(-c2cccs2)nn1-c1ccccc1)Nc1cc([N+](=O)[O-])ccc1Cl	40%[activator]	5%	-1%	1%	-3%	5%
COc1ccc(C)cc1NC(=O)C(C)N(c1ccc(C)cc1)S(C)(=O)=O (configuration not stated)	-8%	1%	-10%	?	2%	-19%
Cc1ccccc1NC(=O)NCCN1CC1	?	-17%	3%	?	-1%	-28%
COC(=O)CON1C(=O)c2ccccc2C1=O	nt	-2%	4%	4%	-4%	18%
COc1ccccc1CNC(=O)COC(=O)Cn1cnc2ccccc21	?	-3%	-2%	18%	0%	2%
Cn1c(=O)oc2cc(S(=O)(=O)NCCC(=O)NCc3ccc(F)cc3)ccc21	13µM*	8%&2%	1%&2%	4%	-9%	-9%
Cc1ccc(S(=O)(=O)N2CCN(C)CC2c2ccccc2)cc1 (configuration not stated)	35%[activator]	4%	-2%	16%	nt	7%
CC12CCC(=O)N1C(C(=O)NCc1ccc(Cl)cc1Cl)CS2 (configuration not stated)	52%[activator]	-5%	0%	-26%	nt	-6%
CCSc1nnc(N2C(=O)c3ccc(C(=O)c4ccc(C(=O)O)cc4)cc3C2=O)s1	10µM*	-24%	1%	9%	2%	11%
CCCc1nnc(NC(=O)CCC(=O)Nc2ccc(F)cc2)s1	31%[activator]	0%	-2%	-5%	7%	7%
CCOc1ccccc1N1C(=O)CC(Sc2nccc(C)n2)C1=O (configuration not stated)	-20%	?	17%	16%	1%	7%
O=C(CN(C(=O)CCC(=O)Nc1nccs1)C1CCCC1)NCc1ccc2c(c1)OCO2	25%	-1%	3%	-1%	-2%	-20%
O=C(CNC(=O)c1ccc2c(c1)OCO2)Nc1ncccc1O	88%[activator]	-34%	-6%	66%[activator]	nt	1%
CC(CCc1ccccc1)NC(=O)CSc1nccc(=O)[nH]1 (configuration not stated)	-24%	0%	2%	2%	0%	9%
O=C(COc1ccc(S(=O)(=O)NC2CCCCC2)cc1)N1CCN(c2ccc(F)cc2)CC1	?	9%	-10%	nt	3%	-17%
CC1CC(NC(=O)CCn2c(=O)oc3ccccc32)CC(C)(C)C1 (configuration not stated)	-2%	-3%	2%	?	7%	7%
COC(=O)c1ccc2[nH]c3c(c2c1)CC(C)CC3 (configuration not stated)	?	0%	2%	29%	1%	?
CN1C2C=C(N(CCc3ccccc3)C(=O)c3ccc(Cl)cc3)CC1CC2 (configuration not stated)	7%	0%	6%	-21%	6%	-8%
CC(=O)c1ccc(NC(=O)CSc2nc(=O)n3cccc(C)c3n2)cc1	-6%	0%	1%	-2%	nt	11%
COc1ccccc1NC(=O)CSc1ncn[nH]1	0%	-28%	-5%	-4%	8%	10%
Cc1nc2ccc([N+](=O)[O-])cc2nc1C	28%	4%	0%	9%	4%	4%
COc1ccc2[nH]cc(C(=O)NCCc3ccccc3)c(=O)c2c1	-7%	-3%	2%	4%	4%	-18%
CCCCNC(=O)Nc1nc2ccccc2s1	227%[activator]	2%	-2%	i	3%	-9%
O=C(Oc1ccc2cccc(OC(=O)N3CCOCC3)c2c1)N1CCOCC1	?	-2%	2%	nt	-5%	7%
CCn1c(SCC(=O)Nc2cc(C)on2)nnc1-c1ccc(C)cc1	?	6%	0%	-12%	-3%	-17%
CN(C)c1cccc(C(=O)OCC(=O)NC2CCCC2)c1	39%[activator]	-8%	-7%	23%	2%	9%
COc1ccc2sc(-c3ccccc3OC)c(-c3ccc(OC)nc3)c2c1	?	10%	6%	?	nt	?
CCC(C)n1nccc1NC(=O)C(C)Cl (configuration not stated)	47%[activator]	5%	-11%	?	3%	5%
N#CC1=C(N)Oc2n[nH]c(-c3ccccc3)c2C12C(=O)Nc1ccccc12 (configuration not stated)	15%	-9%	-5%	-12%	5%	-1%
CCCCN1C(=O)C(NC(C)=O)c2ccccc21 (configuration not stated)	nt	0%	1%	16%	2%	-5%
COc1ccc(S(=O)(=O)Nc2c(F)cccc2F)cc1	?	15%	-9%	6%	10%	1%
O=C(NCc1ccco1)c1cccs1	nt	35µM*	-1%	?	10%	-1%
Continued:
SMILES	Pf growth 96h	Sm TGR block	Tb PYK inh	Pf growth 48h	LmPK inh	HCV inh
Cc1ccc(S(=O)(=O)N2CCC(C(=O)N3CCC(C(=O)NCc4cccnc4)CC3)CC2)cc1	31%[activator]	-1%	2%	-25%	-4%	7%
Nc1nc(N)c(N=Nc2ccc(S(N)(=O)=O)cc2)c(=O)[nH]1	-21%	-11%	4%	22%	-3%	-25%
O=C(c1ccco1)N1CCN=C1SCc1ccccc1Cl	?	5%	-1%	nt	11%	6%
C=CCc1c(C)nc(-c2ccccc2)nc1Nc1ccccc1O	?	-3%	0%	5.2µM*	1%	?

Compounds shown so far that contain an aryl thioether with sulfur outside any ring (9):
SMILES	Pf growth 96h	Sm TGR block	Tb PYK inh	Pf growth 48h	LmPK inh	HCV inh
O=C(O)c1cc(S(=O)(=O)N2CCOCC2)c(Sc2ccccn2)cc1Sc1ccccn1	?	?	-1%	0%	3%	14%
CCOC(=O)c1cc(C#N)c(SCc2cccc3ccccc23)nc1C	9.3µM*	0%	-10%	nt	3%	-43%
COc1ccc(Cc2c(O)nc(SCC(C)C)[nH]c2=O)cc1	?	2%	3%	1%	-5%	-3%
CCSc1nnc(N2C(=O)c3ccc(C(=O)c4ccc(C(=O)O)cc4)cc3C2=O)s1	10µM*	-24%	1%	9%	2%	11%
CCOc1ccccc1N1C(=O)CC(Sc2nccc(C)n2)C1=O (configuration not stated)	-20%	?	17%	16%	1%	7%
CC(CCc1ccccc1)NC(=O)CSc1nccc(=O)[nH]1 (configuration not stated)	-24%	0%	2%	2%	0%	9%
CC(=O)c1ccc(NC(=O)CSc2nc(=O)n3cccc(C)c3n2)cc1	-6%	0%	1%	-2%	nt	11%
COc1ccccc1NC(=O)CSc1ncn[nH]1	0%	-28%	-5%	-4%	8%	10%
CCn1c(SCC(=O)Nc2cc(C)on2)nnc1-c1ccc(C)cc1	?	6%	0%	-12%	-3%	-17%
